FLuc stim CS: firefly luciferase counter-screen for stimulation assays. AID 1027. activation factor at 10 µM. ATPlite luciferase biochemical, luminescence, 10 min; 0 = ATP-free wells, 1 = DMSO control. 200,000 tested, under 10 active;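 active = luciferase activation factor, scaled between plate controls, of at least 2 with compound at 10 µM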
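System: Luciferase/luciferin detection reagent, cell-free biochemical luciferase assay | Medium: PBS buffer for ATP | Dosing: Test compounds dosed from 2 mM stocks in 100% DMSO | Timing: 10 min at ambient temperature | Signal: Luminescence measurement of luciferase light output | Evaluation: Luciferase activation, seen as luminescence increase over controls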
PMI act satM6P: activators of human phosphomannose isomerase at near-saturating mannose 6-phosphate; P34949; activation factor at 20 µM; 0.34% of 190,000 active; coupled PMI enzyme assay, resazurin fluorescence, 20 min; stronger effect = higher value; 1 = untreated enzyme, 0 = substrate-free blank; AID 1216;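 active = activation factor of 2 or more at 20 µM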
Target sequence (P34949 whole entry, looked up): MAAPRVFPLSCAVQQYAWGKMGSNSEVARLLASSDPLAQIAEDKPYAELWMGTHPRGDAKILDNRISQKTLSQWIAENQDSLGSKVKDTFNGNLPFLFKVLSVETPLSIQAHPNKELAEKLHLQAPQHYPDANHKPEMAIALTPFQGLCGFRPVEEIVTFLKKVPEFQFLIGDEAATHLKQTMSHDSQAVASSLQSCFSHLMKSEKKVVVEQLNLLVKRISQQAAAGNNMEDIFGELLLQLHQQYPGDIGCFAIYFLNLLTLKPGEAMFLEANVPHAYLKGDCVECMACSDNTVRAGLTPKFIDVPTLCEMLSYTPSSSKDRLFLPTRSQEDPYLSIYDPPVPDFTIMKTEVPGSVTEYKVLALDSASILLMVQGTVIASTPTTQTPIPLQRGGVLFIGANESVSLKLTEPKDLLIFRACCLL
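Test system: Human PMI in coupled enzyme assay | Input: 15 ng/mL PMI | Medium: HEPES-buffered pH 7.4 with magnesium and detergent | Compound: One concentration, 20 µM, in 1% DMSO | Incubation: Enzyme reaction with compound 20 min at room temperature | Detection: Diaphorase-driven resazurin-to-resorufin fluorescence, excitation 544, emission 590 nm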
APP 5'UTR act: APP 5'UTR luciferase reporter activation. AID 1276. 1% of 190,000 active. activation, % at 2 µM. SH-SY5Y APP 5'UTR luciferase reporter, luminescence; zero percent = DMSO vehicle wells;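 active = activation above a set limit, based on mean plus 3 SD of controls, cut at about 140% in these data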; note: values of inactives mirror those of a sister screen read the other way
bIAP activator: intestinal alkaline phosphatase (bovine) activation; purified bovine IAP, CDP-star luminescence, 30 min; stronger effect = higher value; fold of DMSO-control signal, blank-subtracted; activation factor at 20 µM; 0.17% of 200,000 active; AID 1016;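 active = activation factor of 2 or more at 20 µM, a signal rise over negative controls twice the positive control's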
PMI act: increases human mannose-6-phosphate isomerase activity. 0.005% of 190,000 active. activation factor at 20 µM. purified human PMI, coupled resazurin fluorescence, 20 min; stronger effect = higher value; 1 = vehicle control, 0 substrate-free wells. P34949;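 active = activation factor of 2 or more at 20 µM, relative to plate controls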
NF-kB expr up: compounds increasing NF-kB expression in human neuronal cells; NF-kB reporter expression; stronger effect = higher value; 1.6% of 190,000 active; AID 1239; fold change at 12.5 µM; in the data active = fold change above about 3.3
TNAP act hi DEA: TNAP (human) activation, high acceptor; 200,000 tested, under 10 active; AID 1136; activation factor at 20 µM; purified TNAP, CDP-star luminescence, 1 M DEA, 30 min; stronger effect = higher value; 0 = EDTA background, 1 = DMSO-only activity;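 active = activation factor at least 2 at 20 µM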
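Control set: EDTA negative control, DMSO positive control / Assay system: human TNAP / Quantity: TNAP 1/800 final / Evaluation: TNAP activation factor scaled between EDTA and DMSO control wells / Measured by: luminescent substrate turnover signal / Compound dosing: one dose, 20 µM / Times: 30 min enzyme reaction at room temperature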
FLuc inhib CS: counter-screen for luciferase assay inhibitors: firefly luciferase inhibition | ATPLite firefly luciferase biochemical luminescence, 10 min | inhibition, % at 10 µM | 1.5% of 200,000 active | P08659 | AID 1006;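 active = inhibition above about 50% when tested at 10 µM, limit read from the data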
TNAP inh no acc: inhibitors of human TNAP without phosphate acceptor | P05186 | inhibition, % at 20 µM | 0.26% of 200,000 active | purified TNAP, CDP-star luminescence, 30 min | AID 1012;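 active = tissue-nonspecific alkaline phosphatase inhibition above about 50% at 20 µM in the single-dose screen, limit read from the data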;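 note: 0% = DMSO negative control and 100% = EDTA positive control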
TNAP inh hiacc: TNAP (human) inhibition, high acceptor | P05186 | inhibition, % at 20 µM | 0.03% of 200,000 active | purified TNAP, CDP-star luminescence, 1 M DEA;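 active = over 50% inhibition of tissue-nonspecific alkaline phosphatase at 20 µM in the single-dose screen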;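 note: plate controls were DMSO wells for no effect and EDTA-quenched wells as full inhibition for full effect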
* marks the source's active call; other numbers are inactive results; / = not tested or not shown. Compounds as they come; any-hit rate near 3.6%.

SMILES,PMI act satM6P,FLuc inhib CS,FLuc stim CS,TNAP inh no acc,bIAP activator,NF-kB expr up,TNAP act hi DEA,TNAP inh hiacc,PMI act,APP 5'UTR act
CCOc1ccc(-c2n[nH]c(C(=O)NN)c2C)cc1,0.9,-4,1,82*,1,0.96,1.1,-7,0.9,14
Cc1cc(=O)[nH]c(SCc2cc(Cl)ccc2OC(F)F)n1,1,-7,1.1,-14,0.9,1.7,1.1,-10,1.1,-4
CN(CC(=O)NCc1cccnc1)S(=O)(=O)c1ccc2c(c1)c(=O)n(C)c(=O)n2C,1.1,-3,1,-9,1,1.9,1.1,-8,1,-8
Oc1cccc(Nc2ncnc3ccccc23)c1,1,1,1,-9,1,1.2,1,-1,1,7
COc1ccc(CNc2ccc(C)c(C)c2)cc1,0.9,-2,1,-5,0.9,1.8,1,-1,0.9,25
O=S(=O)(Nc1ccc(S(=O)(=O)N2CCCCCC2)cc1)c1cccs1,1,-4,1,-11,0.9,1,1,-3,1,2
COc1cccc(C(=O)N2CCN=C2SC)c1,1,-6,1.1,-12,1,1,1,-1,1.1,17
N#Cc1cccc(-c2nnc(SCc3ccccc3C#N)o2)c1,1,1,1,-5,0.8,1.4,1.1,-8,1,18
CN1CCN(C(=O)CCn2nc(-c3ccccc3)c3ccccc3c2=O)CC1,0.9,-2,1,-8,1,1,1,-3,0.6,-10
CCN(CC)S(=O)(=O)N1CCC(C(=O)NCCN2CCOCC2)CC1,1,-3,1,0,0.9,0.95,1.1,-8,1.1,-5
Cc1ccc(C(=O)NCC(=O)OCC(=O)NC(C)c2ccccc2)s1 (configuration not stated),0.9,-6,1.1,-8,1,1.2,1,-3,1,0
Cc1ccc(OCc2nnc(SCc3cc(=O)[nH]c4ccccc34)o2)cc1,0.9,-8,1.1,-11,1,1.2,1,-3,0.9,-2
CCc1ccc(NC(=O)Cn2c3[n+](c4c(F)c(F)ccc42)CCCCC3)cc1,0.9,1,1,3,1.1,1.4,1,-4,1.1,-9
CC(C)C(NC(=O)C1CCC(C(C)(C)C)CC1)C(=O)NCCCN1CCCCC1 (configuration not stated),1,-3,1,-10,1.3,0.94,1,-4,1,35
Cc1ccc(/C=N/n2c(=O)c(C(C)(C)C)nn3cnnc23)cc1,0.9,-3,1,-22,0.8,1.2,1,-2,0.9,17
Cc1ccc2c(c1)nc(-n1nc(C)cc1C)c1nnnn12,1.1,4,1,-12,1,1.3,1,-4,1.1,2
COc1ccc(-c2nc(SCC(=O)NCc3ccco3)c(-c3ccccc3)[nH]2)cc1OC,1,0,1,-28,1.1,0.9,1,-3,0.9,-15
CCOc1ccc(NC(=O)NCCN2C(C)CCCC2C)cc1 (configuration not stated),0.9,-5,1.1,-14,1.1,0.93,1.1,-10,1,11
CN(C)C(CNC(=S)Nc1ccccc1)c1cccnc1 (configuration not stated),1,-9,1.1,-13,0.8,0.98,1,-4,1,-20
CCc1sc(NC(=O)CN2CCOCC2)nc1-c1ccccc1,1,-1,1,-3,1,1.2,1,-2,0.9,1

2 compounds from above, limited to bIAP activator:
compound	bIAP activator
COc1cccc(C(=O)N2CCN=C2SC)c1	1
N#Cc1cccc(-c2nnc(SCc3ccccc3C#N)o2)c1	0.8

Remaining list, next part
SMILES,PMI act satM6P,FLuc inhib CS,FLuc stim CS,TNAP inh no acc,bIAP activator,NF-kB expr up,TNAP act hi DEA,TNAP inh hiacc,PMI act,APP 5'UTR act
C[N+]1(CC(O)COc2ccccc2)CCN(C(=O)c2ccc([N+](=O)[O-])cc2)CC1 (configuration not stated),1.1,0,1,-9,1,1,1,3,0.9,0
O=C1Nc2c(Br)cc(Br)cc2C1(O)N1CCOCC1 (configuration not stated),0.4,1,1,-4,0.9,0.89,1,1,0.8,-2
O=C(CNC(=O)c1ccco1)Nc1ccc(S(=O)(=O)N2CCCC2)cc1,1,-6,1.1,-3,0.9,1.4,1,-2,1,4
Nc1cc(Cl)ccc1N1CCCCCC1,1.2,1,1,2,1.2,0.95,1,-1,1.3,10
C=CCc1cc(C=O)cc(OC)c1OCc1c(Cl)cccc1Cl,0.9,1,1,-7,0.8,1,1,-2,0.9,-15
COC(=O)c1cc(S(=O)(=O)N2CCOCC2)c(Cl)cc1N1CCOCC1,1,-4,1,-6,1,1.4,1,1,1,-5
O=C(CCc1c[nH]c2ccccc12)NC1CC1,1,-5,1.1,-7,0.9,1,1,-3,1,-13
O=[N+]([O-])c1c(Nc2ccccc2)ccc2nonc12,0.8,-4,1,5,0.9,0.93,0.9,6,0.8,0
O=C(Nc1ccccc1-c1nnn(CC(=O)N2CCCc3ccccc32)n1)c1ccco1,0.8,-2,1,-9,1,0.54,1.1,-5,0.8,-15
Clc1ccccc1-c1nn2c(-c3ccccn3)nnc2s1,1,-4,1,-4,0.9,0.6,1.1,-12,1,28
Cc1ccc(C)c(NS(=O)(=O)c2cc(C(=O)N3CCc4ccccc4C3)ccc2Cl)c1,0.9,-4,1,-8,1,0.93,1,-2,0.9,7
CCc1ccc(C2C3=C(CCCC3=O)OC3=C2C(=O)CCC3)cc1,1.1,-2,1,-7,1,1,1,-3,1.1,18
CCCCC(C(=O)NC(=O)NCc1ccccc1)N1C(=O)c2ccccc2C1=O (configuration not stated),0.9,-2,1,-10,1,1,1,2,0.9,19
O=C(c1ccco1)N1CCC(n2nnc3ccccc32)CC1,1,0,1,-9,1,1,1,-3,1,2
CCNc1nc(NCc2ccccc2)nc(SCC(N)=O)n1,1,-5,1,-12,0.9,0.91,1,-2,1,7
Cc1ccc(-n2nnc3c(=O)n(CC(=O)N4CCCC4)cnc32)cc1,1,-3,1,-7,1,0.88,1,-4,1,-6
Cc1c([N+](=O)[O-])c([N+](=O)[O-])nn1CC(=O)N1CCCCC1,1.1,-8,1.1,-8,0.9,0.88,1.1,-6,1.1,5
CCN(c1ccc(NC(=O)COC(=O)/C=C/c2cccs2)cc1)C(C)C,0.7,0,1,-8,1.2,0.92,1.1,-6,0.8,-10
Fc1ccc(-n2cnnn2)c(F)c1,1,-8,1.1,6,0.9,1.1,1.1,-6,1.1,-5
CCOc1ccc(CCNC(=O)COC(=O)c2cc(OC)c(OC)c(OC)c2)cc1OCC,1,-8,1.1,3,1.3,1.2,1,-4,1,-1
CC(C)CC(c1nnnn1Cc1ccc2c(c1)OCO2)N1CCC(C(N)=O)CC1 (configuration not stated),1,-8,1.1,-8,1.1,1.1,1,-5,0.9,-10
CCOCCCNCc1cc(Br)ccc1OCc1ccccc1,1,-10,1.1,0,0.9,0.69,1.1,-6,1,8
O=C(NCC1CCOCC1)c1ccc(OC2CCN(Cc3ccccn3)CC2)cc1,1,-7,1.1,-6,0.9,1,1,-3,1,10
COc1ccc(N=c2scc(-c3ccc(S(=O)(=O)N4CCOCC4)cc3)n2CCCO)cc1,0.7,-6,1.1,-8,0.9,0.72,1,1,0.9,11
CCOC(=O)c1c(C)[nH]c(C(=O)OCC(=O)Nc2cc(C)ccc2OC)c1C,1.1,-6,1.1,-6,0.8,1,1.1,-5,1,14
CCN(C(=O)c1c(-c2ccccc2)noc1C)c1ccccc1,0.9,-2,1,-5,0.9,1.6,1,1,0.8,12
C=CCNc1ncnc2c1cnn2-c1ccc(Cl)cc1,0.9,39,0.6,-17,0.9,5.4*,1,-1,0.9,239*
CCOP(=O)(c1ccccc1)C1(C#N)CCCC1 (configuration not stated),1.1,-9,1.1,-3,1,0.96,1.1,-8,1.1,5
CCC(Cc1ccccc1)NC(=O)Cn1ncc2ccsc2c1=O (configuration not stated),0.9,-5,1.1,-7,1,1.7,1,-1,0.9,18
CC(C)N(Cc1ccccc1)C(=O)/C=C/c1ccccc1[N+](=O)[O-],/,-6,1.1,-4,1.1,1.2,1,0,/,-20
CCCOc1ccc(C(CC(=O)O)NC(=O)CC(c2ccccc2)c2ccccc2)cc1 (configuration not stated),1,1,1,-10,1.1,1.1,1,-3,1.1,-4
Cc1occc1C(=O)Nc1cc(=O)n(C)c(=O)n1C,1,-3,1,-8,0.9,1.1,1,-1,0.9,11
Cc1c(C(=O)OC2CCCCC2)[nH]c2c1C(=O)CC(C)(C)C2,1,-2,1,-4,0.9,1.4,1,0,0.9,-8
CCOc1cc(CNn2nnnc2N)ccc1OCC(=O)NC(C)(C)C,1.1,-5,1,-3,0.9,0.92,1,-4,1.1,-2
Fc1ccc(CSc2ccc3nnc(-c4cccs4)n3n2)cc1,0.9,-5,1.1,12,1.3,0.98,1,5,1,-3
CCc1ccccc1NC(=O)N1C2CCCC1CC(NC(C)=O)C2 (configuration not stated),1.1,-8,1.1,-15,0.9,1.2,1.1,-11,1,23
